MITF inh – MITF inhibitors, primary screen, biochemical, AlphaScreen, human; Microphthalmia-associated transcription factor (Homo sapiens), O75030; AlphaScreen MITF homodimerization, bead proximity signal; inhibition, % at 2.6 µM; actives 0.91% (n = 650,000); in the data active = inhibition above about 50%;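 also: 0% = vehicle wells with protein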
Target sequence (O75030 whole entry, looked up): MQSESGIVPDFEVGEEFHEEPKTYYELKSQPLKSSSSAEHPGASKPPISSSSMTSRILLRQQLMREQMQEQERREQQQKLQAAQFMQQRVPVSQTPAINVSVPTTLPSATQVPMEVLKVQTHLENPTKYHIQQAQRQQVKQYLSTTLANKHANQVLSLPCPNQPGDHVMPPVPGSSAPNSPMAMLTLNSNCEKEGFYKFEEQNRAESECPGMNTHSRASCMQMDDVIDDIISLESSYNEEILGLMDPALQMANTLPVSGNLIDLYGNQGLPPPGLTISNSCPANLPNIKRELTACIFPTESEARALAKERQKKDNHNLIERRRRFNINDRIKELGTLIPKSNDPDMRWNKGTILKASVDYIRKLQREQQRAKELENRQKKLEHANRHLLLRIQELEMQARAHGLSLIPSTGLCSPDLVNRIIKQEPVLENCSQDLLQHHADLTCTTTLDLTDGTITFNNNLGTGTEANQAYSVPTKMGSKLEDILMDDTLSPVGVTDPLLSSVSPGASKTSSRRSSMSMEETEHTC
TEAD-YAP inh – TEAD-YAP interaction inhibition, primary screen, TEAD-YAP interaction inhibitor project, luminescence, HEK-TIYL cells. TEAD-Gal4/YAP UAS-luciferase luminescence. inhibition, % at 9.12 µM. actives 1.4% (n = 640,000). AID 1259422, 2018; in the data active = inhibition above about 32%;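 also: 0% = median of test compound wells and 100% = reference inhibitor wells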
FBW7 act – FBW7 E3 ligase activators, primary screen, biochemical, AlphaScreen, human; AID 1259310, 2017; normalized activity (activation), % at 26.1 µM; actives 0.13% (n = 650,000); AlphaScreen FBW7–phospho-cyclin E peptide binding, activator screen; in the data active = normalized activity above about 1.9%;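 also: purified mutant Fbw7 with reduced substrate affinity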
GPR151 activ – activators of human GPR151, primary screen, cell-based, PathHunter beta-arrestin, luminescence; activation, % at 11.2 µM; PathHunter beta-arrestin GPR151 cells; G-protein coupled receptor 151 (Homo sapiens), Q8TDV0; AID 1508602, 2020; actives 1% (n = 650,000); in the data active = activation above about 4.9%;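 also: 0% = median of compound wells and 100% = cells with positive control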
Target sequence (Q8TDV0 whole entry, looked up): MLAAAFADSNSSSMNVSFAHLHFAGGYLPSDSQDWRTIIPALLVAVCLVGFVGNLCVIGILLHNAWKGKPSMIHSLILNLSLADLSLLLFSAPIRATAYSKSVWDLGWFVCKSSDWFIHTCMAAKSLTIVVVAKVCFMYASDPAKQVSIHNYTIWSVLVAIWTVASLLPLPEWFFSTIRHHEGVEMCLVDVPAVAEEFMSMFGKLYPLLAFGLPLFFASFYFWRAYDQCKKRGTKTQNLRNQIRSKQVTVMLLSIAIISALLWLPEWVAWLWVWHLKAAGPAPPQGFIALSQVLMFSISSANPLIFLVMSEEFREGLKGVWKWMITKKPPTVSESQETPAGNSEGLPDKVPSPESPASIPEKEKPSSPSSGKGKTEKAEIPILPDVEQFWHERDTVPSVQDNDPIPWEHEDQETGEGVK
* hit, by the source's call.

molecule,MITF inh,TEAD-YAP inh,FBW7 act,GPR151 activ
COc1cc(Br)c(C2C(C(=O)N3CCOCC3)=C(C)NC3=C2C(=O)CCC3)cc1OC (centres undefined),-4.0,2.4,-0.2,1.2
O=C(Cc1ccccc1)Nc1ccc(F)c([N+](=O)[O-])c1,6.1,6.8,-0.3,0.5
COc1cccc(C(NC(=O)C2CC2)c2nccn2C)c1OC (centres undefined),16.7,-8.9,-0.5,-1.1
CCOC(=O)c1ccc(CNCc2ccc(Br)cc2)cc1,2.4,-24.5,0.5,0.8
CCOC(=O)CNC(=O)N1CCCC(N2CCOCC2)C1 (centres undefined),-5.1,-8.6,-0.1,-0.8
COc1ccccc1C1NC(=O)NC(C)=C1C(=O)Nc1ccccc1Cl (centres undefined),9.0,4.1,0.0,-1.4
O=C(CN1C(=O)c2ccccc2C1=O)Nc1ccc2ccccc2c1,7.1,13.6,0.0,0.5
COC(=O)c1ccc(Cl)c(NC(=O)C(C)N(c2cc(C)cc(C)c2)S(C)(=O)=O)c1 (centres undefined),13.5,-2.4,0.9,3.6
Cc1ccc(C(=O)NCc2n[nH]c(=S)n2-c2ccccc2Cl)cc1C,6.6,-0.1,-0.1,0.4
O=C(NCCOc1ccccc1)c1ccnc(-c2ccc(N3CCOCC3)nc2)c1,9.2,-11.2,0.1,-2.4
COc1ccc(-c2cnc(Oc3cccnc3)nc2)cc1,-56.5,-14.3,0.6,-0.7
S=C(NCc1ccco1)Nc1cc(-c2ccccc2)[nH]n1,3.5,-17.7,0.1,1.7
COc1ccc(Nc2cc(N3CCN(c4ncccn4)CC3)c3noc4c3c2C(=O)c2ccccc2-4)cc1,0.4,-4.3,-0.1,0.3
Cc1cccc(NC(=O)Nc2nnc(N3CCCC3)s2)c1C,-7.4,3.1,0.2,0.4
COc1cccc(CNC(=O)CSc2nc3c(oc4ccccc43)c(=O)n2CCCOC(C)C)c1,2.4,1.3,-0.1,6.5*
COc1ccc(C2=NN(c3nc(-c4ccc(OC)c(Br)c4)cs3)C(c3ccco3)C2)cc1 (centres undefined),13.2,6.2,0.2,-1.3
O=C(O)c1cccc2c1C(=O)c1cc(Cl)ccc1-2,-0.1,-9.3,-0.1,0.2
CCN(CC)C(=O)c1sc2nc(C)nc(N3CCN(c4ccccn4)CC3)c2c1C,-0.4,5.8,-0.3,1.5
CCOc1cc(C2CC(=O)NC(C)=C2C(=O)OC)cc(Br)c1OC (centres undefined),-1.6,-13.1,-0.1,-2.3
Cn1nc(-c2ccc(F)cc2)cc1C(=O)N1Cc2nn(C(C)(C)C)c(-n3cccc3)c2C1,17.2,-5.1,-0.1,0.0
COc1ccc(C2=N/C(=C\c3ccccc3[N+](=O)[O-])C(=O)O2)cc1,12.1,6.1,0.3,-1.3
COC(=O)CCC(=O)N1CCCC(CNC(=O)c2cc(OC)cc(OC)c2)C1 (centres undefined),1.8,3.1,0.0,1.2
Cc1c(C(=O)NC2CCCCC2)sc2nc(SCc3cccc([N+](=O)[O-])c3)n(Cc3ccccc3)c(=O)c12,8.1,-4.0,0.0,0.0
O=C1C2C3CC(C(Br)C3Br)C2C(=O)N1c1ccccn1 (centres undefined),-8.5,-5.1,0.0,0.9
COC(=O)c1ccc2c(c1)C(=O)N(c1ccc(I)cc1C)C2=O,17.1,-1.7,0.2,-0.8
COc1cc2c(-c3ccc(C)cc3)nc3c(c(Cc4ccccc4)nn3-c3ccccc3)c2cc1OC,17.4,-10.9,0.8,-0.5
CCCc1cc(C(=O)Nc2cc(C)nn2-c2ccccc2)no1,-8.3,0.8,-0.1,0.0
O=C(Cc1ccc([N+](=O)[O-])cc1)Nc1cnn(-c2cccc(C(=O)Nc3ccc(N4CCOCC4)cc3)c2)c1,-5.0,-8.4,0.4,-0.8
CCOC(=O)c1sc(NC(=O)COc2ccc(C)cc2Br)c(C(=O)OCC)c1C,8.5,8.5,0.2,-0.8
CN1CCN(C(CNS(=O)(=O)c2ccc(Cl)cc2)c2ccc3c(c2)OCO3)CC1 (centres undefined),16.8,13.4,2.4*,-0.5
COc1ccc(CCN=C(N)NS(=O)(=O)c2cccs2)cc1,4.7,7.4,0.0,2.8
O=C(NCCc1ccccc1)c1ccccc1NS(=O)(=O)c1ccc([N+](=O)[O-])cc1,-14.6,-7.1,0.0,1.3
COc1ccc(S(=O)(=O)N2CCCC(N3CCOCC3)C2)c(OC)c1 (centres undefined),-7.3,-4.4,-0.2,0.4
CCc1cccc(Nc2cnn(C34CC5CC(CC(NC(C)=O)(C5)C3)C4)c(=O)c2Cl)c1,1.1,9.8,0.0,2.5
COC(=O)C1=C(C)NC(=O)CC1c1cccc2ccccc12 (centres undefined),-4.1,3.1,-0.1,1.7
CCCNc1cc(NCc2ccc3c(c2)OCO3)nc(N)n1,0.9,-1.5,-0.2,0.4

In another format: results already given
> O=C(O)c1cccc2c1C(=O)c1cc(Cl)ccc1-2
  MITF inh: -0.1 | TEAD-YAP inh: -9.3 | FBW7 act: -0.1 | GPR151 activ: 0.2
> CCN(CC)C(=O)c1sc2nc(C)nc(N3CCN(c4ccccn4)CC3)c2c1C
  MITF inh: -0.4 | TEAD-YAP inh: 5.8 | FBW7 act: -0.3 | GPR151 activ: 1.5
> CCOc1cc(C2CC(=O)NC(C)=C2C(=O)OC)cc(Br)c1OC (centres undefined)
  MITF inh: -1.6 | TEAD-YAP inh: -13.1 | FBW7 act: -0.1 | GPR151 activ: -2.3
> Cn1nc(-c2ccc(F)cc2)cc1C(=O)N1Cc2nn(C(C)(C)C)c(-n3cccc3)c2C1
  MITF inh: 17.2 | TEAD-YAP inh: -5.1 | FBW7 act: -0.1 | GPR151 activ: 0.0

The listing continues.
molecule,MITF inh,TEAD-YAP inh,FBW7 act,GPR151 activ
CC(C)CCNC(=O)C1CCCN1C(=O)NC1CCCCC1 (centres undefined),-5.2,2.6,0.2,0.5
N#Cc1nc(COc2ccc(Br)cc2)oc1NCCCn1ccnc1,-10.0,5.0,-0.3,0.3
COC(=O)c1cc(S(=O)(=O)NC2CCCc3ccccc32)cn1C (centres undefined),-4.4,0.9,-0.1,-0.5
Cc1cccc2cc(C(c3nnnn3C(C)C)N3CCN(C)CC3)c(=O)[nH]c12 (centres undefined),7.2,0.1,-0.1,-0.2
CCCCNC(=O)c1nn2c(C(F)(F)F)cc(-c3ccc(Br)cc3)nc2c1Cl,-2.9,-6.2,0.0,0.9
OC(Cn1cncn1)(c1ccccc1)c1ccccc1,8.8,0.3,0.1,-0.6
CCC(=O)Nc1ccc(C(=O)CN2C(=O)C(=O)N(C3CCCC3)C2=O)cc1,-2.0,4.8,-0.1,1.2
O=C(COc1ccc(Cl)cc1Cl)NCCOC12CC3CC(CC(C3)C1)C2,11.3,-2.2,0.0,0.8
C#Cc1cccc(NC(=O)Cc2ccccc2)c1,5.9,-11.3,-0.1,-0.8
COc1ccc(C2Nc3ccc([N+](=O)[O-])cc3C3C=CCC32)cc1 (centres undefined),-3.1,-5.6,0.1,-0.3
COc1ccc(N2C(=O)NC3CC2(C)Oc2ccc(Br)cc23)c(OC)c1 (centres undefined),-11.7,-1.3,0.1,0.3
CC1CCCN(C(=O)c2ncn[nH]2)C1 (centres undefined),-7.9,2.5,-0.1,-1.3
COc1ccc(C(=O)COC(=O)CNS(=O)(=O)/C=C/c2ccccc2)cc1OC,6.4,8.1,0.3,2.5
COCc1nc2ccccc2n1CCc1noc(-c2ccco2)n1,82.0*,-2.7,-0.1,2.8
CC(=C\c1ccco1)/C=C1/SC(=S)N(C)C1=O,-0.9,11.1,-0.1,-1.0
Clc1nc(NCc2ccccc2)c2ncn(C3CCCCC3)c2n1,-1.3,-37.0,-0.2,-0.1
O=C(Nc1ccccc1C(=O)Nc1ccccn1)c1ccccc1F,15.9,16.9,0.0,1.0
Cc1ccc([N+](=O)[O-])cc1NC(=O)c1ccc(I)cc1,-6.5,-1.9,-0.1,-0.5
NCCCc1nc2ccccc2[nH]1,9.0,-1.8,-0.1,-0.7
O=C(Nc1ccnn1C1CCN(C(=O)Cc2c(F)ccc(F)c2F)CC1)C1CC1,10.8,9.6,0.1,-1.0
CCC(C#N)(CC)C(=O)NC(=O)NC(C)C,-3.7,5.8,0.1,-0.4
Cc1cccc(N2CCN(S(=O)(=O)c3ccc(F)c(C(=O)Nc4ccccc4C(F)(F)F)c3)CC2C)c1 (centres undefined),-10.8,6.5,-0.2,0.0
CN1CCN(C(=O)CSc2nc3ccc(NC(=O)c4ccccc4F)cc3s2)CC1,-1.4,-30.7,0.1,1.8
CCCCNC(=O)c1ccc2c(c1)NC(=O)C(CSCc1ccccc1C)N2 (centres undefined),11.2,6.2,-0.1,0.1
Cc1[nH]c(=O)[nH]c(=O)c1S(=O)(=O)NCc1ccccn1,10.6,2.7,-0.1,0.0
CCOC(=O)c1[nH]c(C)c(C(=O)N(C)Cc2ccccc2)c1C,7.5,-11.8,-0.5,0.6
Cc1cc(=O)n(C)c(=O)n1CCCCCCBr,-16.4,-8.2,-0.6,-0.8
O=C1CC(Cc2ccc(Cl)cc2)C(=O)N1CCc1ccc2c(c1)OCO2 (centres undefined),14.4,8.1,0.1,-0.2
COc1ccc(N2CCN(C(=O)Cc3nn(C)c(=O)c4ccccc34)CC2)cc1,3.2,6.2,-0.2,-0.2
CCN(CC)CCCn1c(=S)[nH]c2cc3c(cc2c1=O)OCO3,-6.7,-2.0,-0.1,0.1
CC1=C(C(=O)OCCOc2ccccc2)C(c2ccccc2C(F)(F)F)CC(=O)N1 (centres undefined),-9.1,-0.2,0.7,-0.2
COc1ccc(NC(=O)c2nn(C34CC5CC(CC(C5)C3)C4)cc2[N+](=O)[O-])c(OC)c1,3.7,6.5,-0.2,0.2
CCOc1ccc(CNC(=O)CN2C(=O)COc3ccc(C(C)(C)C)cc32)cc1OC,11.2,6.3,-0.2,-0.8
CC(=O)C1=C(C)N2CCN=C2S1,8.3,-4.9,0.1,2.3
O=C(O)c1ccc(NC(=O)C2CC(=O)N(CCc3ccccc3)C(=Nc3ccc(Cl)cc3)S2)cc1 (centres undefined),26.8,2.2,0.1,-2.1
CCOc1ccc(N(CC(=O)NC2CC3CCC2C3)S(C)(=O)=O)cc1 (centres undefined),16.1,3.7,0.1,-0.1
CCCCN(CCCC)c1ncnc2ccc(C)cc12,14.0,0.8,0.3,1.0
O=C(CCCO)N/N=C/c1ccccc1,-8.8,-6.7,0.0,0.9
CCCCN(C)C(=O)c1nc2ccccn2c1CN(C)Cc1nccn1C,-7.6,3.1,0.0,0.5
CCOCCOC(=O)C(C)Oc1ccc2c(=O)c(-c3ccc(Cl)cc3)coc2c1 (centres undefined),-6.3,-44.3,-0.1,-0.9
CCOC(=O)C1CCCCN1C(=O)Cn1cc(NC(=O)Cc2ccccc2OC)cn1 (centres undefined),6.1,-1.6,0.0,0.0
O=C(Nc1n[nH]c(-c2ccncc2)n1)c1ccccc1,-12.2,-4.4,-0.2,-0.6
C=CCOc1ccc(C(=O)NCC2OCCc3ccccc32)cc1 (centres undefined),2.6,-33.0,0.0,-0.7
Cc1cccc(-c2nc(Nc3ccc(Cl)cc3C)c3ccccc3n2)c1,2.6,2.0,0.2,-0.9
Cc1[nH]nc(SCC(=O)N2CCCCC2)c1[N+](=O)[O-],-0.4,-39.4,-0.1,0.1
CCn1c(SCC(=O)Nc2nc3c(s2)CCCC3)nnc1C1CC1,10.9,-1.5,-0.2,2.1
Cc1ccc(-c2nc(N)n(C(=O)c3ccccc3Cl)n2)cc1,9.6,-6.7,0.1,0.4
CCOC(=O)CCCCN(Cc1ccccc1F)S(=O)(=O)c1ccc(F)c(C(=O)Nc2ccc(Cl)cc2)c1,17.4,5.9,0.5,0.0
COC(=O)c1cnc(Nc2cccc(Cl)c2)c2ccccc12,-14.5,18.0,0.8,0.7
CCCCN(C)S(=O)(=O)c1ccc2c(c1)CCN2C(=O)CC,-22.0,-11.7,-0.3,0.6
O=C(Cn1nnc(C(=O)O)c1C(=O)O)NC(=O)Nc1ccccc1F,-18.0,1.4,-0.2,-1.0
COc1cccc(C(=O)NNC(=O)CC#N)c1,3.5,-0.1,0.5,-0.2
CCSCCOC(=O)C1=C(C)NC2=C(C(=O)CCC2)C1c1ccccc1OC (centres undefined),8.7,-9.3,0.0,-1.4
CCOC(=O)C1=C(c2ccccc2)N(C)C(=O)NC1c1ccc2c(c1)OCO2 (centres undefined),13.5,2.6,0.3,-0.7
CC(=O)Nc1nc2ccc(NC(=O)C34CC5CC(CC(C5)C3)C4)cc2s1,3.1,-29.4,0.1,0.8
Cc1sc2ncnc(Oc3ccc(C(C)(C)C)cc3)c2c1C,1.6,-14.6,-0.4,-1.6
COc1cccc(CN(CCCN2CCCCC2)C(=O)Nc2ccc(-c3cn[nH]c3)cc2OC)c1,5.9,-17.4,-0.1,-1.0
CCOC(=O)c1c(NC(=O)C(C(C)C)N2C(=O)c3ccccc3C2=O)sc2c1CCC(C)C2 (centres undefined),-4.3,1.9,0.1,-0.4
C=C/C=C(\C=C/C)C1(C(N)=O)CCOCC1,4.7,6.5,0.1,1.3
NC(=O)c1cc(NC(=O)c2cccc(Oc3ccccc3)c2)cc(C(N)=O)c1,-5.4,2.8,-0.1,-1.2

Source: PubChem (The Scripps Research Institute Molecular Screening Center)
